# Screening data as filed in PubChem BioAssay.
# Polio RdRp inh = poliovirus RNA polymerase inhibition; AID 588519; P03300; poliovirus polymerase elongation, fluorescence polarization; hits give low values; 150,000 tested, 0.66% active; % elongation, % (compound at 16.7 µg/mL); in the data active = % elongation below about 90%; also: some results filed as inactive read as strong as hits
# Target sequence (P03300 1749-2209 limits assumed): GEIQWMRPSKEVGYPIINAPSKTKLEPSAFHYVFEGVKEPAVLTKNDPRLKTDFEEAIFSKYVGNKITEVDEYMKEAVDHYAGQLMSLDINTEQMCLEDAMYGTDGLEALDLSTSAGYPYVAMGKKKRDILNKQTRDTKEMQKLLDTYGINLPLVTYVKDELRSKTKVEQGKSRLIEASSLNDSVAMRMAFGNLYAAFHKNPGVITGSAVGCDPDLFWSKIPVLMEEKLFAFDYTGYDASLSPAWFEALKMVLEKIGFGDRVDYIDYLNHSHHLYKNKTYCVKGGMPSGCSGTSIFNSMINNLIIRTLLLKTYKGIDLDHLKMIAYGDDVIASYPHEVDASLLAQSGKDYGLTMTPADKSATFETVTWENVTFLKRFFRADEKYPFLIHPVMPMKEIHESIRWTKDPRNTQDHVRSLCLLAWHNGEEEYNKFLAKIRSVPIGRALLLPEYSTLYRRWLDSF
# Polio RdRp inh FP z-score = also measured in Polio RdRp inh; calls as there; z-score; measured here: FP z-score; hits read low
# * = called active by the depositor. These rows are one share of the data; the hit share may differ from the screen's.
SMILES,Polio RdRp inh,Polio RdRp inh FP z-score
c1ccc(-c2nc(-c3ccn[nH]3)cs2)cc1,105,0.8
CC1=CC(c2ccccc2)=Nc2ccc(C)cc2N1,102,0
O=C(NC1CCCc2ccccc21)c1cccs1 (centres undefined),113,1.6
CN1C(=O)/C(=C/c2ccccc2Cl)Sc2ccc(C(=O)O)cc21,102,0.2
CC(C(=O)N1CCc2ccccc21)N(C)CC(=O)Nc1ccccc1Cl (centres undefined),103,0
CCC1CCCCN1S(=O)(=O)c1ccc(NC(=O)c2ccncc2)cc1 (centres undefined),104,1
COc1ccccc1-c1nnc(SCC(=O)Nc2ccccc2F)o1,102,-0.3
COc1cc(C(=O)NCCCc2nc3ccccc3n2CC(C)C)cc(OC)c1OC,106,0.4
O=C(CNCc1ccc2c(c1)OCO2)NCc1ccc2c(c1)OCO2,102,0.2
CN1CCN(CCNC(=O)c2cnn(-c3ccc(Cl)cc3)c2C2CCN(C(=O)OC(C)(C)C)CC2)CC1,110,0.4
CCCNS(=O)(=O)c1ccc(CCC(=O)NC2CCCC2)cc1,102,0.4
Cc1[nH]c2c(C)cccc2c(=O)c1CN1CCOCC1,101,-0.3
CCCCn1c(=O)n(C)c(=O)c2cc3c(nc21)-c1cc(F)ccc1OC3O (centres undefined),103,0.3
Cn1c(=O)oc2cc(NC(=O)c3ccccc3)ccc21,100,-0.4
O=C(O)C1CCC(CNCc2c(Cl)cccc2Cl)CC1 (centres undefined),101,-0.3
O=C(COc1ccc(-c2nnco2)cc1)N1CCSc2ccccc21,100,-0.5
N#C/C(=C\N1CCN(Cc2ccccc2)CC1)S(=O)(=O)c1ccc(Cl)cc1,103,0.3
CCCN(CCC)CCCNC(=O)C1CCN(S(=O)(=O)c2cccc3nsnc23)CC1,105,-1.1
Cc1cc2c(cc1C)NC(CC(=O)Nc1cccc(C)c1C)C(=O)N2 (centres undefined),106,0.2
CCOc1ccccc1CN1CCc2nc(Nc3ccc4c(c3)OCCO4)ncc2C1,91,-2.2
CNC(=O)Cn1c(=O)c2cccn2c2ccc(F)cc21,104,-0.6
CC(=O)NC(NC(C)=O)c1ccccc1,103,0.5
COc1ccc(-n2nc3cc(C)c(NC(=S)NC(=O)c4oc5ccccc5c4C)cc3n2)cc1,103,0.2
Cc1cccc(C(=O)NCC(=O)OCc2cc(=O)n3nc(CC(C)C)sc3n2)c1,111,1
CC1(C)CC(=O)C=C(NCC2CCN(C(=S)Nc3ccccc3)CC2)C1,98,-0.8

# Taken from above:
# Polio RdRp inh, O=C(O)C1CCC(CNCc2c(Cl)cccc2Cl)CC1 (centres undefined) = 101
# Polio RdRp inh FP z-score, O=C(CNCc1ccc2c(c1)OCO2)NCc1ccc2c(c1)OCO2 = 0.2
# Polio RdRp inh, CCCCn1c(=O)n(C)c(=O)c2cc3c(nc21)-c1cc(F)ccc1OC3O (centres undefined) = 103
# Polio RdRp inh, CC(C(=O)N1CCc2ccccc21)N(C)CC(=O)Nc1ccccc1Cl (centres undefined) = 103

# The list continues.
SMILES,Polio RdRp inh,Polio RdRp inh FP z-score
O=S(=O)(NC1CCc2ccccc21)c1ccc(S(=O)(=O)N2CCCC2)cc1 (centres undefined),102,0
COc1ccc(OC)c(CNC(=O)c2nn(C)c3c2CS(=O)(=O)c2ccccc2-3)c1,109,0.5
O=C(Nc1ccccc1C(=O)O)c1cc[n+]([O-])cc1,102,0.1
CCCOc1c(Br)cc(C(=O)O)cc1OC,102,0.1
COC(=O)c1cc(N2CCNCC2)nc2ccccc12,88*,-1.4*
CC(=O)N1c2ccc(S(=O)(=O)NCC3CCC(C(=O)Nc4ccccc4C)CC3)cc2CC1C (centres undefined),115,0
CCOc1cccc(C(=O)N(Cc2ccc(CC)cc2)C2CCS(=O)(=O)C2)c1 (centres undefined),99,-1.6
CC1CCN(C(=O)COC(=O)/C=C/c2ccccc2Cl)CC1,102,0.1
NC(=O)Cc1c[nH]c2ccccc12,104,0.2
CCOC(=O)c1cccnc1SCC(=O)Nc1ccc(C)cc1,103,1
CC1Cc2ccccc2N1CC(=O)NC(=O)NC1CCCCC1 (centres undefined),101,-0.2
CCOC(=O)c1ccc(NC(=O)CSC2=NC(=O)C(CC)C(=O)N2)cc1 (centres undefined),101,-0.2
COC(=O)c1ccccc1NC(=O)CSc1nnc(-c2cc3cccc(OC)c3o2)n1C,99,-1
COc1ccc(C(CC(=O)Nc2ccc3c(c2)OCO3)N2Cc3ccccc3C2=O)cc1 (centres undefined),101,-0.5
CN(CC(=O)Nc1cccc(F)c1)CC(=O)N1CCN(C(=O)c2ccco2)CC1,101,-0.3
Cc1ccccc1NC(=O)C1CCN(S(=O)(=O)c2cccc3nonc23)CC1,104,-0.7
Cc1oc2cc3oc(=O)c(CC(=O)N4CCCCC4)c(C)c3cc2c1C,109,0.1
O=C(N/N=C1/C(=O)c2cccc3cccc1c23)c1ccncc1,89*,-2.5*
CCCN(C(=O)[C@H]1[C@@H]2C[C@@H]3[C@H]1C(=O)O[C@@H]3C2)c1ccccc1OCC,105,1.1
COc1ccccc1C1CCN(C(=O)c2cccnc2Sc2ccc(C)cc2)CC1,92,-2.1
CC1CCN(C(=O)c2ccc(N3C(=O)c4ccccc4C3=O)cc2)CC1,102,0.3
Cc1cccc(C(=O)OCC(=O)NC23CC4CC(CC(C4)C2)C3)c1O,107,0.5
CCC1CCCCN1C(=O)CSc1nnc(-c2ccc(Cl)cc2)o1 (centres undefined),102,0.3
Cc1cc(C)c(C)c(S(=O)(=O)Nc2ccccc2C(=O)NCCCN2CCOCC2)c1C,100,-0.1
CC(=O)Oc1cccc2c1OC(C)(C)C2,101,-0.1
# Further results
SMILES,Polio RdRp inh,Polio RdRp inh FP z-score
O=C(O)c1ccc(N/C=C/C(=O)c2ccco2)cc1,104,1
CCOC(=O)C1=C(CSc2nnc(-c3ccccc3)n2CC)NC(=O)NC1c1cccs1 (centres undefined),105,0.5
O=C(NCCc1nnc2ccc(NCCO)nn12)c1ccccc1,104,0.6
O=C(CSc1ccccc1)OCC(=O)c1cc2ccccc2o1,107,0.5
CN(C)S(=O)(=O)c1ccc(C(=O)OCC(=O)c2cc3ccccc3o2)cc1,120,1.8
COc1ccccc1CNC(=O)c1ccc(-c2nc(CN3CCc4ccccc43)c(C)o2)cc1,112,1.2
CCOc1ccc(NC(=O)c2noc3c2CSc2ccccc2-3)cc1,110,0.1
COc1ccc(S(=O)(=O)CCc2nc3ccccc3n2CC(=O)O)cc1,101,-0.1
Cn1cc(-c2nnc(-c3ccccc3)o2)c2ccccc21,102,0
O=C(CSc1nc2sc3c(c2c(=O)n1Cc1ccco1)CCCC3)NC(=O)NC1CC1,102,-0.1
CN(n1cnc2ccsc2c1=O)S(=O)(=O)c1ccc(Cl)cc1,102,-0.2
CCC(=O)Nc1ccc2c(c1)oc1ccccc12,99,-0.2
COc1ccc(Cl)cc1NC(=O)C(C)n1nnc2sc3c(c2c1=O)CCCC3 (centres undefined),109,0.3
COc1ccc2oc(=O)c(C(=O)NCCc3c(C)[nH]c4ccc(Br)cc34)cc2c1,101,-0.4
O=C1CSc2nnc(Cn3nnc4ccccc43)n2N1,97,-0.6
COc1cc(N(C(=O)c2cnccn2)C(C(=O)NCc2ccccc2)c2cccs2)ccc1-n1cnnn1 (centres undefined),102,0.1
Cc1ccccc1C(=O)Nc1cccc(OCc2cc(=O)n3c(C)csc3n2)c1,110,0.7
COCC(=O)OCC1CCCN2CCCCC12 (centres undefined),96,-0.7
COc1ccc(CNS(=O)(=O)c2cc(C(=O)Nc3cc(Cl)cc(Cl)c3)ccc2F)cc1,110,0.6
CCSc1ccc(C(=O)Nc2ccc(-c3nc4ccc(C)cc4s3)cc2)cc1,108,0.2
O=C(COC(=O)C12CCC(=O)N1c1ccccc1S2)c1ccc2c(c1)OCO2 (centres undefined),99,-0.5
O=C(COc1ccc([N+](=O)[O-])cc1)NCC1(N2CCOCC2)CCCCC1,111,0.9
CC1CCc2cc(F)ccc2N1C(=O)Nc1ccc(F)cc1 (centres undefined),102,-0.4
CC1=C(c2ccc(C)cc2)S(=O)(=O)NC1=NCCCN1CCN(c2ccc(F)cc2)CC1,112,1
Cn1nc(C(=O)OCC(=O)NCc2ccc(Cl)cc2)c2ccccc2c1=O,100,-0.5

# A different layout for 4 compounds above.
SMILES	Polio RdRp inh	Polio RdRp inh FP z-score
O=C(NCCc1nnc2ccc(NCCO)nn12)c1ccccc1	104	0.6
O=C(CSc1ccccc1)OCC(=O)c1cc2ccccc2o1	107	0.5
CN(C)S(=O)(=O)c1ccc(C(=O)OCC(=O)c2cc3ccccc3o2)cc1	120	1.8
COc1ccccc1CNC(=O)c1ccc(-c2nc(CN3CCc4ccccc43)c(C)o2)cc1	112	1.2

# In the list so far, two contain bromine.
SMILES,Polio RdRp inh,Polio RdRp inh FP z-score
CCCOc1c(Br)cc(C(=O)O)cc1OC,102,0.1
COc1ccc2oc(=O)c(C(=O)NCCc3c(C)[nH]c4ccc(Br)cc34)cc2c1,101,-0.4

# More records.
SMILES,Polio RdRp inh,Polio RdRp inh FP z-score
CC(C)CCNC(=O)Nc1cc(C(=O)NCc2cccc(F)c2)ccc1N1CCCC1,106,0
Cc1ccccc1Cn1c(=N)n(CCO)c2ccccc21,103,0.1
COc1cccc(NC(=O)CSc2cc(=O)n(C)c3ccc(Cl)cc23)c1,105,0.1
Cc1cc(OCC(=O)OC(C)C(N)=O)c(C(C)C)cc1Cl (centres undefined),101,-0.3
CCN1C(C(=O)c2ccccc2)=C(NC(=O)c2ccc(Cl)cc2)c2ccccc2S1(=O)=O,100,-1.3
CCOC(=O)c1c(NC(=O)c2ccco2)sc2c1CC(C)(C)NC2(C)C,102,0
COc1ccc(CNC(=O)c2cccc(N3CCCC3=O)c2)cc1,102,0.7
Cc1ccc(-n2nnc3c(=O)n(CC(=O)N4CC(C)OC(C)C4)cnc32)cc1Cl (centres undefined),103,0.4
Cc1ccc(CN2CCc3[nH]c(=O)[nH]c(=O)c3C2)cc1,105,1.4
COc1cc(Br)cc(C=Nc2cc(C)on2)c1O,93,-1.9
CNc1cnn(C23CC4CC(CC(CC(=O)O)(C4)C2)C3)c(=O)c1Cl,99,-1.3
CCOC(=O)c1cc(-c2ccc(C)cc2)n(CCC(=O)Nc2cc(Cl)ccc2C)c1C,103,-0.4
COc1cc(OC)nc(NC(=O)COC(=O)c2ccc(S(=O)(=O)Nc3ccc(C)cc3)cc2)n1,105,0.6
O=C(Cc1csc(Nc2nc(=S)[nH]c3ccccc23)n1)N1CCN(c2cccc(Cl)c2)CC1,102,0.3
CC1(C)Cc2ccccc2C(NN=C2CCCCC2)=N1,100,-0.5
O=C(O)c1ccc2c(c1)sc1nc(-c3ccc(F)cc3)cn12,99,-1.2
Cc1ccc2[nH]c(=O)c(CNCCCN(C)C)cc2c1,100,-0.2
CC(C)Cn1c(O)c(C2=c3ccccc3=NC2=O)c2ccccc21,103,0.5
CCCNC(=O)Cn1c(=O)cc(C)c2c(C)nn(-c3cccc(F)c3)c21,102,-0.1
N#CC(C#N)=CNc1ccccc1N,89,-3.2
N#CC1=C2SCCN2C(=O)C(C#N)C12CCCCC2 (centres undefined),103,0.3
N#CC(C(=O)c1ccccc1Cl)=C1SCCS1,96,-1.7
COc1ccc(OC)c(S(=O)(=O)N2CCn3cccc3C2c2ccc(Cl)cc2Cl)c1 (centres undefined),109,0.4
O=S(=O)(Nc1ccc2c(c1)N(S(=O)(=O)c1cccs1)CCC2)c1cccs1,104,0.5
CC(=NCCc1ccc(Cl)cc1)c1ccccc1O,100,-0.4
# Next section.
SMILES,Polio RdRp inh,Polio RdRp inh FP z-score
O=C(Nc1ccccc1F)NC1CCCc2ccccc21 (centres undefined),105,0.1
Nc1c(C(=O)Nc2cccc(F)c2)c2ccccn2c1C(=O)c1ccccc1,104,-0.5
N#CC(CC(=O)N1CCCCCC1)C(=O)Nc1ccc(Cl)cc1 (centres undefined),106,0.4
CN1CCN(c2ccc(NC(=O)Cc3ccccc3)cc2)CC1,103,0.6
COc1ccc(-n2cc(C(=O)NCCCN3CCCCC3)c3ccccc3c2=O)cc1,101,-0.3
O=C1c2ccccc2C(=O)N1CNc1ccccc1,104,0.1
O=C(COc1ccc(Cl)cc1)Nc1sc2c(c1C(=O)Nc1cccc(Cl)c1)CCCC2,81*,-3*
O=C(/C=N/O)Nc1cc(C(F)(F)F)cc(C(F)(F)F)c1,103,-0.1
Cc1noc(C)c1COc1ccc(C(=O)NCC2COc3ccccc3O2)cc1 (centres undefined),103,0.1
CC(C)COC(=O)c1nnsc1NC(=O)Nc1ccccc1,102,-0.1
CCc1nnc(SCc2ccc(F)cc2Cl)c2cc3sccc3n12,110,0.5
O=C(Cc1noc2ccccc12)NCCOC12CC3CC(CC(C3)C1)C2,103,0.6
CC(C)N1C(=O)c2ccccc2C1C(=O)NCCc1ccccc1 (centres undefined),102,0.3
COC(=O)c1cn(CC(=O)N2c3ccccc3CC2C)c2ccccc12 (centres undefined),103,0.6
CC(Sc1nnc(COc2ccccc2F)n1-c1ccccc1)C(=O)NC(N)=O (centres undefined),106,0.3
O=C(c1cccn1-c1nnc(N2CCCCC2)s1)N1CCN(c2ccc(Cl)cc2)CC1,104,-0.5
CCC(C)NC(=O)CSc1nc2cc3c(cc2c(=O)n1Cc1ccc(C(=O)NCCc2ccc(OC)c(OC)c2)cc1)OCO3 (centres undefined),111,1.2
CC1Cc2ccccc2N1S(=O)(=O)c1ccc2[nH]c(=O)c(=O)[nH]c2c1 (centres undefined),103,0.8
CCN1CCN(C(=O)C2CCN(S(=O)(=O)c3ccc4c(c3)nc(C)n4C3CCCC3)CC2)CC1,104,0.6
OC(c1ccc2c(c1)OCO2)c1cccs1 (centres undefined),46,-6
CCOc1ccccc1OC(=O)Cc1cc(OC)c(OC)c(OC)c1,105,0.3
CC1(C)CC(NC(=O)COc2ccc(C#N)cc2)CC(C)(C)N1,103,0.5
COC(=O)c1ccc2c(c1)sc1nc(-c3ccc(Cl)cc3)cn12,106,1.5

# Random excerpt: 4 entries already listed
SMILES,Polio RdRp inh,Polio RdRp inh FP z-score
O=C(CNCc1ccc2c(c1)OCO2)NCc1ccc2c(c1)OCO2,102,0.2
CNC(=O)Cn1c(=O)c2cccn2c2ccc(F)cc21,104,-0.6
O=S(=O)(Nc1ccc2c(c1)N(S(=O)(=O)c1cccs1)CCC2)c1cccs1,104,0.5
O=C(COc1ccc(Cl)cc1)Nc1sc2c(c1C(=O)Nc1cccc(Cl)c1)CCCC2,81*,-3*
